Source: PubChem BioAssay
GPR7 antagonist = blocks human GPR7 receptor signaling; actives 1.1% (n = 290,000); P48145; inhibition, % at 4.4 µM; AID 1861; GPR7-expressing cells, fluorescence antagonist assay; in the data active means inhibition above about 16%, passing the limit was not always enough;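 further: cells stimulated with the agonist NPW; 0% = agonist with vehicle and 100% = vehicle without agonist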
Target sequence (P48145 whole entry, looked up): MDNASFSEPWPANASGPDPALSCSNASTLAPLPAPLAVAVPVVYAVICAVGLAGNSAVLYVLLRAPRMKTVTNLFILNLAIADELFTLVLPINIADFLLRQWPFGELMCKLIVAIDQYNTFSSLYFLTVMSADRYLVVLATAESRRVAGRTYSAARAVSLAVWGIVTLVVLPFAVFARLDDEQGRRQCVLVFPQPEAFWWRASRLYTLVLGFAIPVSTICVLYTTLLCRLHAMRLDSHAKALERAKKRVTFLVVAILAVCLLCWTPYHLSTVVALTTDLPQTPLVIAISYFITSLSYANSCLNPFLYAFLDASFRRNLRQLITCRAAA
V1aR counter = V1a receptor agonism, counter-screen for OXTR agonists | CHO-V1R cells, Fluo-8 calcium fluorescence, agonist mode; 0% DMSO, 100% 3 nM vasopressin | activation, % at 3 µM | actives 0.25% (n = 320,000) | AID 2797;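 active means activation above the mean activation of all tested compounds plus 3 SD, per screening run, cut at about 20% in these data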;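 further: signal is peak over basal fluorescence ratio across a 100 second FLIPR read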
Target sequence (P37288 whole entry, looked up): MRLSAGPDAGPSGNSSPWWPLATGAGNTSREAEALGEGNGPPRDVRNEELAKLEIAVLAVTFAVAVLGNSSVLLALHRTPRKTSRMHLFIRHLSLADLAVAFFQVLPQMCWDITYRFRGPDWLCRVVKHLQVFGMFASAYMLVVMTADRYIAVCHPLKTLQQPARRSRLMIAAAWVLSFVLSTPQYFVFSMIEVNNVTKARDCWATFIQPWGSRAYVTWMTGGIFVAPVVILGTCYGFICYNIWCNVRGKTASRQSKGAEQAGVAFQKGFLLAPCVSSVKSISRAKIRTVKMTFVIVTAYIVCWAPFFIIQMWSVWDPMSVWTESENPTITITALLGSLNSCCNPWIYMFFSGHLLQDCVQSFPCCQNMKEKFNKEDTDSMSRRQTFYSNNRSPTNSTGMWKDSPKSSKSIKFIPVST
OXTR potentiator = potentiates the human oxytocin receptor response. P30559. CHO-OTR cells, Fluo-8 calcium fluorescence, potentiator mode; 0% = oxytocin EC15, 100% = EC100. activation, % at 3 µM. actives 0.061% (n = 320,000). AID 2445;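 active means activation above that plate's cutoff, the mean activation of tested compounds plus 3 SD, cut at about 6.6% in these data, passing the limit was not always enough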;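 further: 100% uses oxytocin at 75 nM as the full agonist control; some results filed as inactive read as strong as hits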
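System: human OTR in CHO cells; Also added: sub-maximal oxytocin, roughly EC15; Timing: compound 6 min at room temperature before oxytocin, 100 s read; Technique: Fluo-8 intracellular calcium fluorescence, ex 470-495, em 515-575 nm; Controls: oxytocin EC15 low and EC100 high; Replication: singlicate.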
PfM18AAP inh = PfM18AAP enzyme inhibition; recombinant PfM18AAP, H-Glu-NHMec fluorogenic cleavage; inhibition, % at 7.35 µM; actives 1.2% (n = 290,000); AID 1822;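 active means inhibition above the campaign mean inhibition over all tested compounds plus 3 SD, cut at about 28% in these data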;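 further: 0% = plate median of test compound wells and 100% = 2 mM ZnCl2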
GalR3 antag = human GalR3 antagonism. O60755. HEK293 GalR3-CNG cAMP membrane potential fluorescence; galR3 body fused to GalR1 C-terminus. inhibition, % at 3 µM. actives 0.44% (n = 360,000). AID 651719;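 active means inhibition above the screen-wide average plus 3 SD, cut at about 13% in these data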;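 further: forskolin and galanin both at EC90 stimulate the cells; cAMP rise reported by CNG channel membrane potential dye signal; 0% = forskolin plus galanin with DMSO and 100% = forskolin alone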
Target sequence (O60755 1-299 limits assumed): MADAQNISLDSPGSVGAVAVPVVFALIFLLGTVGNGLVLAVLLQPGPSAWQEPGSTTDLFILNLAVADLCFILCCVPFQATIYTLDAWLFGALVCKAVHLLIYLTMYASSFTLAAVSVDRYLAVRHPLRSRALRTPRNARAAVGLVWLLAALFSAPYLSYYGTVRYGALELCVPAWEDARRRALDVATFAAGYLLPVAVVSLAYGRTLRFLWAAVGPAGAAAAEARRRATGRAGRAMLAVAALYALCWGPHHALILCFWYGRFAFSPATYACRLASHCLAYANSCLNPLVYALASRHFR
MEKK2 WT-MEK5 = raises or lowers MEK5 binding to wildtype human MEKK2 PB1 domain; Q9Y2U5; bead flow cytometry, Alexa488-MEK5 binding to MEKK2 WT; actives lie on both sides; binding response (% of control), % at 10 µM; actives 1.1% (n = 290,000); AID 1531; in the data active means binding response below about 67% or above about 130%
OXTR agonist = human OXTR agonism | actives 0.32% (n = 320,000) | P30559 | activation, % at 3 µM | CHO-OTR cells, Fluo-8 calcium fluorescence; normalized: DMSO 0%, oxytocin 100%;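 active means activation above the mean of all tested compounds plus 3 SD, cutoff set per screening run, cut at about 20% in these data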;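 further: peak over basal fluorescence ratio from a 100 s FLIPR kinetic read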
MEKK2 mut-MEK5 = signal of MEK5 binding to mutant human MEKK2 PB1 domain. bead flow cytometry, Alexa488-MEK5 binding to MEKK2 mutant. percent response, % at 10 µM. actives 0.35% (n = 290,000); in the data active means percent response above about 24%, passing the limit was not always enough; further: inactives centre near 1; some results filed as inactive read as strong as hits
NALP1 yeast inh = NALP1 inhibition; actives 0.61% (n = 280,000); inhibition, % at 10 µM; S. cerevisiae NALP1/ASC/caspase-1 growth, X-gal OD620, 72 h; in the data active means inhibition mostly above about 24%, no sharp cut-off; inactive means mostly below about 32%; further: some compounds called inactive have numbers as strong as hits
An asterisk follows results filed as active; . = no result given.

structure | GPR7 antagonist | V1aR counter | OXTR potentiator | PfM18AAP inh | GalR3 antag | MEKK2 WT-MEK5 | OXTR agonist | MEKK2 mut-MEK5 | NALP1 yeast inh
C=CCn1c(Cc2cccs2)nnc1SCC(=O)Nc1ccc(C(=O)OCC)cc1 | 4 | -0.2 | 0 | 2 | -5 | 97 | -2.1 | -4 | 21
O=C(NCc1ccccc1Cl)C1CCCN1C(=O)Nc1ccccc1 (stereo unspecified) | -11 | -0.3 | -9 | 0 | -10 | 113 | -0.1 | 8 | -11
O=C(NCc1ccc2c(c1)OCO2)c1cc(-c2ccccc2)nn1CC1CC(c2cccnc2)=NO1 (stereo unspecified) | . | -0.1 | -6 | . | -2 | 93 | 1.4 | -3 | .
CCN(CC)CCCNC(=S)N(CCCO)Cc1cc2cc3c(cc2[nH]c1=O)OCO3 | 2 | 0.3 | -8 | 11 | -3 | 100 | -0.2 | 0 | 10
Cc1cc2ncn(-c3ncnc4scc(-c5ccccc5)c34)c2cc1C | 10 | -1.7 | 7 | -4 | -6 | . | -2.2 | . | 6
Cc1nonc1NC(=O)c1oc2ccccc2c1C | -9 | -0.9 | 2 | 8 | -7 | 100 | -1.1 | -12 | 15
C=CCCC(=O)Nc1ccc(COC(=O)N2CCOCC2)cc1 | -11 | 0.9 | -7 | -6 | 0 | 110 | 0.4 | 7 | 7
O=C(CSc1ncccc1C(=O)O)c1ccccc1 | 1 | -0.1 | -1 | -2 | -3 | 101 | 0.6 | 2 | 4
COc1ccc(NS(=O)(=O)c2ccc(NC(=S)NC(=O)c3ccc(F)cc3)cc2)nn1 | -3 | 0.5 | 2 | 2 | -1 | 91 | 1.0 | -2 | 20
COc1ccc(CNC(=O)c2cnc3cc(C)ccn3c2=O)cc1 | -2 | 0.6 | -3 | 14 | 2 | 95 | -0.3 | 4 | 31
CC1CCN(CC(=O)Nc2ccccc2C#N)CC1 | -3 | 4.4 | -8 | -6 | 0 | 101 | -2.1 | -1 | 13
Cc1cccc(C(=O)OCC(=O)N2CCCCCC2)c1O | . | 0.9 | -9 | . | -5 | . | -1.1 | . | .
COc1ccc(CNC(=O)[C@H](C)N2C(=O)N3CCc4c([nH]c5ccccc45)[C@@]3(C)C2=O)cc1OC | 10 | 2.0 | -6 | 1 | -3 | 102 | 3.4 | 1 | -4
c1ccc(N2CCN(c3cnccn3)CC2)nc1 | -3 | 0.5 | -10 | -7 | 1 | 100 | -0.4 | -2 | 8
Cc1ccc(NC(=O)CN(C)C(=O)c2ccc(S(=O)(=O)N(C)c3ccccc3)cc2)cc1 | -3 | 0.5 | -10 | -1 | -4 | 96 | 0.2 | -2 | -11
COc1ccc(C2C(C(=O)Nc3cccnc3)=C(C)Nc3nc(-c4ccco4)nn32)cc1 (stereo unspecified) | 1 | -0.2 | 5 | 1 | 0 | 102 | -0.1 | 3 | 2
Cc1cc(NC(=O)CSc2ncc(CO)n2Cc2ccc(F)cc2)no1 | -2 | 0.4 | -3 | -6 | 1 | 100 | 0.1 | -1 | 21
COC(=O)c1c(NC(=O)CN2C(=O)NC3(CCC(C(C)(C)C)CC3)C2=O)sc2c1CCCCC2 (stereo unspecified) | -4 | 1.4 | -6 | -3 | -5 | 103 | -0.1 | 6 | 34
CN(C(=O)COC(=O)C12CC3CC(CC(Cl)(C3)C1)C2)C1(C#N)CCCCC1 | . | 1.8 | -7 | . | -4 | . | 3.0 | . | .
O=C(Nc1ccccc1N1CCOCC1)c1ccc(S(=O)(=O)NCc2ccco2)cc1 | -10 | 0.0 | 0 | -5 | 12 | 101 | 1.0 | -2 | 8

Single records, from the list above. Values in the order: GPR7 antagonist | V1aR counter | OXTR potentiator | PfM18AAP inh | GalR3 antag | MEKK2 WT-MEK5 | OXTR agonist | MEKK2 mut-MEK5 | NALP1 yeast inh
`COc1ccc(C2C(C(=O)Nc3cccnc3)=C(C)Nc3nc(-c4ccco4)nn32)cc1` (stereo unspecified) across the screens: 1 | -0.2 | 5 | 1 | 0 | 102 | -0.1 | 3 | 2
`Cc1nonc1NC(=O)c1oc2ccccc2c1C` across the screens: -9 | -0.9 | 2 | 8 | -7 | 100 | -1.1 | -12 | 15

Next section:
structure | GPR7 antagonist | V1aR counter | OXTR potentiator | PfM18AAP inh | GalR3 antag | MEKK2 WT-MEK5 | OXTR agonist | MEKK2 mut-MEK5 | NALP1 yeast inh
O=C(COC(=O)c1ccccc1C(=O)c1ccccc1)NCCc1ccc(Cl)cc1Cl | 9 | 1.4 | -8 | 2 | -4 | 96 | 2.9 | -2 | 33
CCn1c(Cn2nnc(-c3ccccc3)n2)nnc1SCC(=O)Nc1cccc(C(C)=O)c1 | 1 | 4.8 | -3 | -6 | 0 | 71 | 2.9 | -10 | 4
COc1ccc(Br)c(-c2nc(CS(=O)(=O)c3ccc(F)cc3)no2)c1 | 1 | 0.4 | -8 | -10 | -4 | 78 | -3.1 | -14 | 19
CNC(=O)C1CC(=O)N(c2ccc(OCC(=O)Nc3ccc(OC)cc3)cc2)C1 (stereo unspecified) | . | 1.0 | -5 | . | -1 | . | 1.1 | . | .
COc1ccc(OC)c(NC2c3ccccc3C(=O)N2Cc2ccc3c(c2)OCO3)c1 (stereo unspecified) | 3 | -2.3 | 0 | -6 | . | 107 | -2.4 | 5 | -6
O=C(c1cc(-c2cccs2)nc2ccccc12)N1CCN(c2ccccc2O)CC1 | -3 | 2.1 | -29 | 5 | -3 | 99 | 4.6 | 0 | -10
COC(=O)c1cc(Oc2ccc(S(=O)(=O)N3CCOCC3)cc2[N+](=O)[O-])cc(C(=O)OC)c1 | . | -0.1 | -5 | . | -5 | . | -0.3 | . | .
CCN(CCNC(=O)C1CC(=O)N(CCc2ccccc2)C1)c1ccccc1 (stereo unspecified) | 0 | 0.0 | -4 | 27 | -4 | 97 | -2.0 | -1 | 6
COc1cc(Cn2nnc3ccccc32)ccc1O | -18 | 0.7 | -2 | -2 | -4 | 99 | 1.6 | 1 | -1
CC1(N(O)/C=C2\C=CC=CC2=O)CCCCC1=O (stereo unspecified) | -13 | -0.1 | -5 | 0 | -8 | 100 | 0.9 | -18 | 4
COc1ccccc1C(=O)n1nc(-c2ccco2)nc1SC | -16 | -0.8 | 3 | 0 | -5 | 100 | -2.2 | 0 | 6
CC(C)CNC(=S)N1CCN(c2nc3ccccc3s2)CC1 | -6 | 17 | -22 | -12 | -5 | 100 | 9.4 | 4 | 7
O=C(NCc1ccccc1)C1CCCN1S(=O)(=O)c1ccc(Cl)cc1 (stereo unspecified) | -14 | 0.2 | 2 | -2 | -2 | 105 | -0.4 | 4 | -2
O=C(O)CC(CC(=O)Nc1ccc(F)c(Cl)c1)c1ccc(Cl)cc1Cl (stereo unspecified) | -8 | 1.4 | -5 | -8 | -3 | 92 | -0.6 | -15 | 9
Cc1cccc(C2CC(c3ccccc3)Nc3ncnn32)c1 (stereo unspecified) | . | 2.1 | -5 | . | -4 | 104 | 1.0 | 2 | 4
COc1ccc(NC(=O)c2ccco2)cc1NC(=O)c1cccs1 | -11 | -0.3 | -6 | -2 | 6 | 103 | -0.8 | -1 | -28
Brc1cccc(OCCn2ccnc2)c1 | 24* | 8.5 | -10 | 12 | 3 | 108 | 0.8 | 4 | 17
COc1cccc(/C=C2\SC(=S)N(CCCC(=O)N3CCCC3)C2=O)c1 | -11 | 5.3 | -14 | 2 | -3 | 105 | 3.4 | 6 | 4
Cc1cc(=O)oc2c(C)c(OCC(=O)NCCCn3ccnc3)ccc12 | 0 | 1.1 | -1 | 2 | 1 | 102 | 0.8 | 2 | 8
COc1ccc(C(=O)Cn2cnc3ccccc3c2=O)cc1 | 0 | 3.1 | -3 | 5 | -6 | 101 | 0.6 | 5 | -2

structure | GPR7 antagonist | V1aR counter | OXTR potentiator | PfM18AAP inh | GalR3 antag | MEKK2 WT-MEK5 | OXTR agonist | MEKK2 mut-MEK5 | NALP1 yeast inh
OCC1CCCN(Cc2ccc(-c3ccccc3)cc2)C1 (stereo unspecified) | -6 | 0.9 | -5 | -7 | -6 | 107 | 1.0 | 5 | 34*
CCOC(=O)C1CCN(S(=O)(=O)c2ccc(C)c(C(=O)NC3CCCCC3)c2)CC1 | -2 | 0.4 | -9 | -4 | -4 | 108 | -0.5 | 7 | -3
Nc1n[nH]c(N)c1N=Nc1ccc(Cl)cc1 | -14 | 0.4 | 0 | 11 | 0 | 117 | 1.4 | 12 | -8
Nc1nc(-n2cnnc2)nn1-c1ccccc1 | -13 | 0.5 | 1 | 3 | 1 | 102 | -0.8 | 4 | 2
CCC[n+]1c2ccccc2cc2ccccc21 | 19 | -0.9 | -6 | 47* | -5 | 108 | -0.3 | 9 | -2
CNC(=O)COC(=O)Cc1ccc(Cl)cc1 | -12 | 0.2 | 1 | -7 | -2 | 87 | 0.0 | -12 | -3
CC/C(=N/NC(=O)c1ccc2c(c1)OCO2)c1ccccc1O | . | 1.3 | -6 | . | -3 | . | -1.0 | . | .
CCOC(=O)c1c(C(=O)OCC)c(C)n(CCc2ccccc2)c1C | -12 | -0.9 | -2 | 7 | 2 | 96 | -1.8 | -1 | 26
CCn1ccnc1CN(C)C(=O)c1ccc2nc(Cc3ccc(OC)cc3)oc2c1 | -2 | 0.3 | -20 | 4 | -10 | 103 | -1.1 | 5 | 0
CCN(C(=O)C(=O)c1c[nH]c2ccccc12)c1ccccc1 | -12 | -0.1 | -9 | -5 | -12 | 110 | 1.5 | 5 | 16
COc1ccccc1CNC(=O)c1cc(-c2ccccc2C)nn1CC1CC(c2cccnc2)=NO1 (stereo unspecified) | . | 0.0 | -5 | . | -3 | . | -1.1 | . | .
COc1cccc(CC(=O)Nc2cc(S(=O)(=O)N3CCCCC3)ccc2C)c1 | . | 1.4 | -7 | . | -5 | . | 0.3 | . | .
O=C1CSc2ccc(C(=O)N3CCN(c4ccccn4)CC3)cc2N1 | -15 | 0.5 | -3 | 3 | -6 | 107 | 0.0 | 6 | 6
COCCCn1cnc2c(c1=O)c1nc3ccccc3nc1n2CCc1ccccc1 | -8 | . | . | 0 | -3 | . | . | . | -4
O=C1OC(/C=C/c2ccccc2)=NC/1=C\c1cccnc1 | -6 | -0.1 | -11 | 4 | -4 | 94 | -0.6 | -3 | 4
Cc1cc(C)c(C(=O)COC(=O)c2c(C)noc2C)cc1C | . | -0.3 | 2 | . | -6 | . | -1.9 | . | .
N#Cc1cc[n+](CC(=O)c2ccc(NC(=O)c3ccccc3)cc2)cc1 | -14 | 0.4 | 6 | 4 | 7 | 105 | 0.8 | 5 | -10
CCCC(C)c1nnc(NC(=O)C2CC(=O)N(CCc3ccc(F)cc3)C2)s1 (stereo unspecified) | 4 | 3.6 | -4 | 41* | -7 | 97 | 4.1 | -4 | 0
COc1ccc(NC(=O)CC2C(=O)N(c3ccc(Cl)cc3)C(=S)N2CCc2ccccn2)cc1 (stereo unspecified) | -2 | 5.5 | -10 | -2 | -2 | 104 | 3.3 | 0 | 28
CCCSc1nc2[nH]ncc2c(=O)[nH]1 | -4 | 0.0 | -7 | 9 | -3 | 95 | -0.6 | 0 | 12
COC(=O)c1cc(OC)c(OC)cc1NC(=O)Nc1ccccc1F | -3 | 0.1 | -8 | 4 | 5 | 112 | -0.8 | 18 | 4
CCOc1ccc(C(C)=O)cc1COC(=O)C(C)N=C1NS(=O)(=O)c2ccccc21 (stereo unspecified) | -6 | 1.6 | 0 | 1 | -9 | 97 | 3.6 | 2 | 10
